# VEEV TC-83 Vero: inhibitors of VEEV TC-83 cytopathic effect, confirmation, Vero cells (AID 588727); 350,000 compounds, 0.13% hits; Vero cells, VEEV TC-83 cytopathic effect inhibition; higher % means a stronger effect; inhibition, % at 20 µM, or IC50 in µM where a hit was titrated; in the data active means a potency from the dose series; inconclusive means inhibition mostly from about 14% at the one dose, without a potency; inactive means the rest, 99 in 100 with inhibition below about 12%; further: strong numbers were not always called active
# M. tuberculosis HTS: M. tuberculosis growth inhibition, HTS (AID 449762); M. tuberculosis H37Rv growth inhibition, 7H9 media; higher % means a stronger effect; inhibition, % at 25 µM; hits with a dose series show IC50 in µM; 330,000 compounds, 0.59% hits; in the data active means a potency from the dose series; inconclusive means inhibition above about 70% without an active follow-up result;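 further: bacterial growth assessed after seven days of incubation; strong numbers were not always called active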
# tuberculosis growth: growth inhibition of non-replicating M. tuberculosis (AID 488890) | Mycobacterium tuberculosis non-replicating, growth inhibition; higher % means a stronger effect | inhibition, % at 25 µM; hits with a dose series show IC50 in µM | 320,000 compounds, 0.39% hits; in the data active means a potency from the dose series; inconclusive means inhibition mostly from about 82% at the one dose, without a potency; inactive means the rest, 99 in 100 with inhibition below about 76%;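 further: plate controls were DMSO cells for no effect and high antibiotic wells for full effect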
# Salmonella PhoP GFP: Inhibition of PhoP regulon, Salmonella typhi GFP reporter cells, confirmation, 4 h (AID 1850) | 310,000 compounds, 0.33% hits | Salmonella Typhi PhoP-promoter GFP reporter, fluorescence, 4 h; higher % means a stronger effect | one-dose inhibition, % at 50 µM; IC50 in µM for titrated hits; in the data active means a potency from the dose series; inconclusive means inhibition mostly from about 25% at the one dose, without a potency; inactive means the rest, 99 in 100 with inhibition below about 19%;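 further: 0% = induced wells with vehicle and 100% = uninduced wells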
# H1N1 NS1A inhibition: H1N1 influenza NS1A inhibitors, functional cell based assay (AID 504329); NS1A functional cell-based assay, percent inhibition; higher % means a stronger effect; inhibition, % at 12.5 µM; hits with a dose series show IC50 in µM; 340,000 compounds, 0.3% hits; in the data active means a potency from the dose series; inconclusive means inhibition above about 27% without an active follow-up result; further: strong numbers were not always called active
# * hit, by the source's call; i = inactive; ? = inconclusive; . = no result given.
SMILES,VEEV TC-83 Vero,M. tuberculosis HTS,tuberculosis growth,Salmonella PhoP GFP,H1N1 NS1A inhibition
O=C(COc1cccc2ccccc12)NNC(=O)Nc1ccccc1,i,-0.5%,-9.0%,-1.1%,-9.6%
NC(=O)C1CCN(C(=O)c2ccc(Cl)c(S(=O)(=O)NCc3ccco3)c2)CC1,1.2%,-3.3%,.,.,3.6%
Cc1cc(C)cc(NC(=S)N2CCC(NC(=O)c3ccco3)CC2)c1,2.8%,6.6%,-4.0%,-4.7%,0.8%
COc1ccccc1-c1cn(C(C)(C)C)nc1C,0.6%,5.7%,.,0.0%,-4.4%
Cc1cc(NC(=O)CSc2ccccn2)cc(NC(=O)CSc2ccccn2)c1,0.4%,6.6%,19.0%,10.5%,7.8%
CC(C)(C)c1ccc(OCC(=O)NNC(=O)Cc2cccs2)cc1,0.9%,2.8%,-5.1%,-5.5%,1.6%
CCc1c(C(=O)NNC(=S)NCC2CCCO2)csc1C (stereo not given),1.8%,5.4%,2.0%,-3.3%,-8.6%
Cn1nnnc1Sc1ncnc2scc(-c3ccc(C(F)(F)F)cc3)c12,i,44.5%,?,.,0.8%
Cc1cccc(NC(=O)c2cccc([N+](=O)[O-])c2O)c1C,6.8%,.,.,.,-0.5%
CCCCNc1c(NC(C)=O)c(=O)oc2ccccc12,0.2%,5.5%,3.7%,5.0%,4.1%
Cc1ccc(CNC(=O)C23CN(Cc4ccccc4)CC2C(c2ccc([N+](=O)[O-])cc2)=NO3)cc1 (stereo not given),i,-2.4%,4.7%,-1.4%,10.2%
COC(=O)c1ccccc1NC(=O)C1CCN(C(=O)c2cc(OC)c(OC)c(OC)c2)CC1,10.1%,-5.8%,2.4%,-15.1%,13.0%
CCOC(=O)c1cccc(OS(=O)(=O)Cc2ccccc2)c1,i,11.1%,37.2%,1.4%,.
CCOC(=O)c1c(NC(=O)CSc2nccn2C)sc(C(=O)NC)c1C,0.9%,-5.7%,-12.7%,-1.7%,-4.3%
Cn1c(=O)n(C)c2cc([N+](=O)[O-])c(N3CCN(C(=O)c4ccccc4)CC3)cc21,i,0.8%,-11.4%,-2.1%,-7.4%
O=C(c1cccc(F)c1)N1CCN(CC2CC3C=CC2C3)CC1 (stereo not given),0.7%,-8.1%,-1.7%,-4.5%,-3.3%
Cc1ccccc1NC(=O)Nc1c(C)n(C)n(-c2ccccc2)c1=O,0.6%,-12.0%,-9.4%,-12.7%,-11.9%
O=C(Nc1ccc2c(c1)OCCO2)C1CCN(S(=O)(=O)c2cccc3nsnc23)CC1,0.5%,-9.4%,.,0.8%,0.7%
O=C(CN1CCN(Cc2ccccc2F)C1=O)NCC1CCCO1 (stereo not given),0.5%,1.0%,-14.3%,7.6%,-4.3%
COC(=O)c1cc2oc(C)cc2n1CC(=O)Nc1ccc(C)c(C)c1,i,10.3%,19.4%,29.4%,11.0%
O=C(/C=C/c1ccc([N+](=O)[O-])cc1)N1CCN(S(=O)(=O)c2ccccc2)CC1,i,-1.4%,5.1%,.,-1.4%
c1ccc2nc3c(cc2c1)CCCCCC3,i,6.2%,5.2%,6.6%,2.9%
CC1Cc2ccccc2N1C(=O)C(C)n1cc(C(F)(F)F)cc(Cl)c1=O (stereo not given),8.7%,3.0%,30.3%,.,5.9%
CCN(CC)CCCn1c(C)cc2c(c1=O)C(c1cc(OC)c(OC)cc1OC)C(C#N)=C(N)O2 (stereo not given),1.9%,4.0%,-1.5%,-12.6%,-5.7%
O=C(CSC(=S)N1CCSCC1)c1ccccc1,0.8%,.,.,.,-16.6%
SMILES,VEEV TC-83 Vero,M. tuberculosis HTS,tuberculosis growth,Salmonella PhoP GFP,H1N1 NS1A inhibition
C#CNC(=O)C1(CC=C)CCNCC1,i,-8.4%,-13.8%,15.5%,-3.5%
CC(C)(C)N(NC(=O)OCc1ccccc1)C(=O)c1ccccc1,1.9%,5.3%,3.5%,0.3%,-6.9%
Cc1ccccc1C(=O)Nc1ccccc1NC(=O)c1ccccc1Br,1.7%,12.9%,9.8%,1.2%,-4.9%
COc1cc(NC(=S)N2CCN(C(=O)c3ccco3)CC2)c(OC)cc1Cl,1.4%,-3.1%,-6.5%,0.4%,8.4%
CCOC(=O)COn1c(=O)c(-c2cccs2)[n+]([O-])c2ccccc21,1.5%,-9.8%,.,24.3%,2.4%
CCc1nc2sc3c(c2c(=O)n1N)CCC3,1.7%,-9.8%,1.7%,-2.2%,18.9%
O=C(Cc1c[nH]c2ccccc12)Nc1nc2ccccc2[nH]1,8.5%,4.3%,5.7%,1.4%,-0.5%
C[C@H](NC(=O)NC1CCCc2ccccc21)C(=O)O (stereo not given in full),0.7%,-3.6%,-0.6%,-1.7%,-2.4%
COc1cccc(N2CCC(N3CCN(C)C(CCO)C3)CC2)c1 (stereo not given),0.2%,-2.4%,-8.0%,10.9%,-1.9%
COc1ccc(N(C)C(=O)c2sc(Cl)nc2C)cc1,0.3%,-2.5%,33.7%,-8.3%,22.5%
CC(C)(C)c1cn(-c2ccc(F)cc2)c(=S)[nH]1,5.3%,-5.4%,24.5%,1.1%,0.4%
O=C(O)c1cccc(-n2cccc2/C=C2/NC(=O)N(c3cccc(Cl)c3)C2=O)c1,1.5%,-0.9%,18.7%,-10.8%,5.4%
CCCn1c(NCc2cc(C)ccc2O)nc2ccccc21,1.2%,17.2%,50.5%,8.3%,4.1%
Cc1cccc(/C=C\c2nc3ccccc3c(=O)[nH]2)c1,i,0.9%,-3.7%,-2.0%,0.5%
O=C(CSCc1c(F)cccc1Cl)NCc1cccnc1,0.8%,-2.8%,5.4%,-10.6%,-3.4%
C=CCN1C(=O)C2C(C(=O)NC3CCCC3)C3(C)C=CC2(O3)C1C(=O)NC1CCCC1 (stereo not given),0.3%,3.7%,-29.8%,1.2%,-4.4%
COc1ccc(N2CCN(C(=O)CCNS(=O)(=O)c3ccc(Br)s3)CC2)cc1,0.5%,13.2%,37.8%,0.0%,-4.4%
O=C(NCc1ccccc1)C(=O)Nc1cccc(C(=O)O)c1,1.4%,-15.8%,-13.3%,2.6%,-3.8%
CC1(C)C(=O)OC(c2cccn2-c2cccc([N+](=O)[O-])c2)C2(CCCCC2)C1=O (stereo not given),.,2.2%,-11.9%,-1.9%,.
COc1cc(/C=N/NC(=O)NC23CC4CC(CC(C4)C2)C3)ccc1O,8.6%,4.2%,15.1%,12.2%,1.8%
Cc1cccc(C)c1OCC(O)CNC(C)(C)C (stereo not given),i,-13.8%,4.2%,-4.1%,-11.0%
O=C(NCCc1ccccc1)c1ccc(NS(=O)(=O)c2ccc3[nH]c(=O)[nH]c3c2)cc1,8.9%,3.5%,-5.2%,-5.6%,8.7%
O=C(c1cccc(F)c1)N1CCN(c2ccc([N+](=O)[O-])c(N3CCCCC3)c2)CC1,i,-0.2%,22.8%,0.6%,1.5%
CCOC(=O)C1(Cc2ccccc2)NC(c2ccccc2F)C2C(=O)N(CC)C(=O)C21 (stereo not given),2.2%,12.2%,2.9%,0.4%,1.7%
COc1ccc(-n2c(=O)cc(N3CCN(c4ccccc4)CC3)[nH]c2=O)cc1,3.6%,-2.8%,-12.8%,-8.1%,2.7%

# Limited to tuberculosis growth (two entries from above):
SMILES,tuberculosis growth
CC1(C)C(=O)OC(c2cccn2-c2cccc([N+](=O)[O-])c2)C2(CCCCC2)C1=O (stereo not given),-11.9%
O=C(CN1CCN(Cc2ccccc2F)C1=O)NCC1CCCO1 (stereo not given),-14.3%

# Reformatted: entries from further up.
Structure: COc1ccc(-n2c(=O)cc(N3CCN(c4ccccc4)CC3)[nH]c2=O)cc1
- VEEV TC-83 Vero: 3.6%
- M. tuberculosis HTS: -2.8%
- tuberculosis growth: -12.8%
- Salmonella PhoP GFP: -8.1%
- H1N1 NS1A inhibition: 2.7%

Structure: CCOC(=O)C1(Cc2ccccc2)NC(c2ccccc2F)C2C(=O)N(CC)C(=O)C21 (stereo not given)
- VEEV TC-83 Vero: 2.2%
- M. tuberculosis HTS: 12.2%
- tuberculosis growth: 2.9%
- Salmonella PhoP GFP: 0.4%
- H1N1 NS1A inhibition: 1.7%

Structure: Cc1cccc(/C=C\c2nc3ccccc3c(=O)[nH]2)c1
- VEEV TC-83 Vero: i
- M. tuberculosis HTS: 0.9%
- tuberculosis growth: -3.7%
- Salmonella PhoP GFP: -2.0%
- H1N1 NS1A inhibition: 0.5%

Structure: COc1cccc(N2CCC(N3CCN(C)C(CCO)C3)CC2)c1 (stereo not given)
- VEEV TC-83 Vero: 0.2%
- M. tuberculosis HTS: -2.4%
- tuberculosis growth: -8.0%
- Salmonella PhoP GFP: 10.9%
- H1N1 NS1A inhibition: -1.9%

# The listing continues.
SMILES,VEEV TC-83 Vero,M. tuberculosis HTS,tuberculosis growth,Salmonella PhoP GFP,H1N1 NS1A inhibition
CC1(C)CC(=O)C2=C(C1)NC(=O)CC2c1cc(F)ccc1F (stereo not given),0.4%,3.1%,-4.9%,8.2%,-1.9%
N#Cc1ccc(Oc2ccc(S(=O)(=O)N3CCCC3)cn2)cc1,3.9%,1.0%,-1.8%,8.8%,-1.9%
CC1CC(=O)Nc2ccccc2N1S(=O)(=O)c1ccc(C(F)(F)F)cc1 (stereo not given),1.5%,-16.1%,-0.5%,-9.8%,12.9%
CCCC1(c2ccccc2)NC(=O)N(CC(=O)NCC2COc3ccccc3O2)C1=O (stereo not given),1.8%,-5.7%,40.1%,.,-7.2%
CCN(CC)Cc1nc2c(c(=O)[nH]1)C(CC)(CC)Cc1ccccc1-2,i,4.46µM*,?,-8.4%,-0.3%
CCOC(=O)c1cn(Cc2ccccc2)c2cc(C)nn2c1=O,2.4%,-0.4%,11.7%,-3.4%,0.1%
Cc1cc2ncn(C3CC(O)C(CO)O3)c2cc1C (stereo not given),2.1%,.,.,.,-17.2%
COc1ccc(-c2nn(CCC(=O)O)cc2/C=C2\SC(N)=NC2=O)cc1OC,1.2%,-3.3%,-11.9%,-9.6%,-6.6%
CC1CCCCN1CC(=O)Nc1ccc2c(c1)OC(F)(F)O2 (stereo not given),0.1%,8.1%,8.1%,5.2%,3.2%
CCN(CC)C(=O)c1ccc(NC(=O)Nc2ccccc2F)cc1,i,-5.6%,-0.6%,0.4%,-13.6%
COc1cc(C(=O)Nc2nnc(Cc3ccccc3)s2)cc(OC)c1OC,9.0%,9.0%,17.9%,10.7%,0.5%
CCn1c(=N)n(CC(=O)c2ccco2)c2ccccc21,2.0%,-7.3%,-4.7%,1.2%,0.0%
COc1ccc(C2/C=C\CN(C(=O)NC34CC5CC(CC(C5)C3)C4)CC(=O)N2Cc2ccc(F)cc2)cc1 (stereo not given),1.6%,-2.8%,27.6%,-1.0%,1.2%
C/C(CCc1ccc2c(c1)OCO2)=N\N=C1\NC(=O)CC(C(=O)Nc2ccccc2)S1 (stereo not given),0.4%,.,.,0.4%,-1.0%
CC(C)CNc1c(N)n(CC(C)C)c(=O)[nH]c1=O,1.3%,.,.,.,-5.2%
Cc1c(C#N)c2ccccc2n1CC(=O)NC(C)c1ccccc1 (stereo not given),1.0%,3.3%,1.0%,3.1%,5.4%
CCCCn1c(N)c(N(CC(C)C)C(=O)C2CC(=O)N(CCc3ccccc3)C2)c(=O)[nH]c1=O (stereo not given),0.6%,-9.7%,-8.1%,-8.5%,-20.0%
CCn1c(COc2ccc(C)cc2)nnc1SCC(=O)NNC(=O)c1ccc(OC)cc1,1.2%,-2.8%,5.1%,-3.4%,-13.8%
O/N=C/c1ccc(-c2ccccc2OC(F)(F)F)o1,0.3%,10.7%,12.8%,-0.5%,0.3%
CCCCC1=NN2C(=N)CC(=O)N=C2S1,1.3%,-2.7%,-9.3%,-0.9%,2.4%
CCn1c(C(=O)O)c(S(=O)(=O)c2ccc(Cl)cc2)c2ccccc21,2.2%,7.0%,13.8%,2.9%,-28.2%
CC(C(=O)Nc1ccccc1Cl)N(c1ccccc1)S(C)(=O)=O (stereo not given),0.9%,-1.2%,-0.9%,-3.4%,6.4%
Cc1cc(C)n2nc(SCCOc3ccccc3F)nc2n1,5.2%,3.2%,6.8%,7.0%,-0.2%
O=C(N/N=C/c1ccc(F)cc1)c1c(O)c2ccccc2[nH]c1=O,i,?,.,-4.5%,5.7%
CCc1ccc2c(c1)C1(NN=C(c3ccccc3)S1)C(=O)N2 (stereo not given),38.2%,8.9%,-1.5%,18.8%,45.5µM*
COCCNC(=O)c1ccc(NS(=O)(=O)c2cc(C)ccc2C)cc1,i,-0.1%,1.5%,5.6%,-2.4%
COc1cc2c(cc1OC)C(c1cccc(F)c1)CC(=O)N2 (stereo not given),0.5%,-7.0%,-10.5%,6.9%,-31.4%
O=C(O)CCc1ccc(-c2ccc(Cl)cc2)n1CC(=O)Nc1ccccc1,0.6%,1.3%,1.0%,4.0%,-6.4%
CCOC(=O)CSC1=C(C#N)C(=O)NC2(CCCCC2)S1,1.8%,-3.1%,-3.2%,8.3%,-11.7%

# Compounds as they come; any-hit rate near 1.5%.
